Source: PubChem
Insulin prom inh = TRM-6 insulin promoter activity inhibition; inhibition, % at 2 µM; AID 1273; 130,000 tested, 0.9% active; TRM-6 cells (human fetal islet line), insulin promoter-eGFP reporter, imaging; reporter expression induced with tamoxifen;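 active = inhibition above the mean plus 3 SD, with well images judged a real hit on visual review, cut at about 60% in these data, passing the limit was not always enough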
sdo1 growth = compounds rescuing growth of sdo1-depleted yeast, bone marrow failure model | S. cerevisiae sdo1-depleted JHY4D growth rescue, OD600 30 h; active compounds read high; pdr5 snq2 efflux-pump mutant strain | z-score at 10 µM | 140,000 tested, 0.21% active | AID 817;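 active = z-score above 3 at both the 24 hr and the 30 hr optical density reads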;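 also: z-score against mean and SD of all compound wells on the same plate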
sdo1 growth Rescue 24 h = recorded beside sdo1 growth, whose call it bears; z-score; S. cerevisiae sdo1-depleted JHY4D growth rescue, OD600; measured here: growth rescue at 24 h;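 0 is the plate mean of compound wells and units are plate SD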
An asterisk follows results filed as active; x = not tested or not shown; [ ] = remark or other dose.

The first two records as a preview:
nr	Insulin prom inh	sdo1 growth	sdo1 growth Rescue 24 h	SMILES
1	x	0.51	-0.42	CS(=O)(=O)c1ncc(Cl)c(C(=O)Nc2ccc(N3CCOCC3)cc2)n1
2	-36	-0.12	-0.29	O=C(Nc1ccccc1N1CCOCC1)c1cccc([N+](=O)[O-])c1

The whole of this part, previewed entries included:
nr	Insulin prom inh	sdo1 growth	sdo1 growth Rescue 24 h	SMILES
1	x	0.51	-0.42	CS(=O)(=O)c1ncc(Cl)c(C(=O)Nc2ccc(N3CCOCC3)cc2)n1
2	-36	-0.12	-0.29	O=C(Nc1ccccc1N1CCOCC1)c1cccc([N+](=O)[O-])c1
3	4	1.7	1.9	O=C(C1CCCO1)N1CCN(S(=O)(=O)c2cccc3nsnc23)CC1 (stereo unspecified)
4	11	0.64	0.7	O=C(COc1ccccc1/C=C1/NC(=O)NC1=O)Nc1ccccc1
5	-14	x	x	CC(=O)CCc1ccc(Oc2nc(-c3cccnc3)nc3ccccc23)cc1
6	-285	-0.29	-0.7	CCCNC(=O)C1CN(S(=O)(=O)c2ccccc2)CCN1S(=O)(=O)c1ccccc1 (stereo unspecified)
7	7	-0.13	1.6	O=c1/c(=C\c2cccn2-c2ccccc2)sc2nc3ccccc3n12
8	-56	0.65	0.81	O=C1Nc2ncccc2OC1CCCl (stereo unspecified)
9	-27	0.61	0.85	COc1ccc(N(CC(=O)NC2CCCC2)C(=O)c2ccc(N3CCCCC3)nc2)cc1
10	-10	0.31	-0.44	CCOC(=O)C1=C(C(F)(F)F)Nc2ncnn2C1c1cc(OC)ccc1OC (stereo unspecified)
11	-71	-0.92	-1.5	CCc1ccc(-c2nc(CSCC(=O)NCCCN3CCCC3=O)c(C)o2)cc1
12	x	0.5	1.2	COc1ccc2nc(C)cc(SCC(=O)N/N=C/c3ccc(O)cc3O)c2c1
13	30	x	x	CCn1cc(NC(=O)CCl)c(C)n1
14	20	-0.84	-0.98	CCCCn1c(=O)c(C(=O)c2ccccc2)nc2ccccc21
15	-50	-0.92	-1.2	CCOc1ccc(Nc2cc(=O)n(C)c(=O)n2C)cc1

6 compounds already listed, sorted by their value in sdo1 growth Rescue 24 h, highest first.
nr	Insulin prom inh	sdo1 growth	sdo1 growth Rescue 24 h	SMILES
12	x	0.5	1.2	COc1ccc2nc(C)cc(SCC(=O)N/N=C/c3ccc(O)cc3O)c2c1
9	-27	0.61	0.85	COc1ccc(N(CC(=O)NC2CCCC2)C(=O)c2ccc(N3CCCCC3)nc2)cc1
8	-56	0.65	0.81	O=C1Nc2ncccc2OC1CCCl (stereo unspecified)
2	-36	-0.12	-0.29	O=C(Nc1ccccc1N1CCOCC1)c1cccc([N+](=O)[O-])c1
15	-50	-0.92	-1.2	CCOc1ccc(Nc2cc(=O)n(C)c(=O)n2C)cc1
11	-71	-0.92	-1.5	CCc1ccc(-c2nc(CSCC(=O)NCCCN3CCCC3=O)c(C)o2)cc1

Following part.
nr	Insulin prom inh	sdo1 growth	sdo1 growth Rescue 24 h	SMILES
16	39	0.14	-0.63	CCOCCOc1nc2c(c(=O)n(C)c(=O)n2C)n1CCc1ccccc1
17	-17	0.09	-0.4	CC(C)(C)c1ccc(C(=O)NCCC(=O)N2CCN(c3ncccn3)CC2)cc1
18	20	x	x	O=C(NNC(=O)C1CC(c2cccnc2)=NO1)Nc1ccccc1F (stereo unspecified)
19	47	-0.28	-0.31	COc1ccc(C(=O)NNC(=S)NC(=O)c2ccccc2[N+](=O)[O-])cc1
20	-46	x	x	CSc1cccc(NC(=S)N(C(C)C)C(C)c2ccccn2)c1 (stereo unspecified)
21	x	-1.6	-0.59	Clc1ccc(Cn2c(-c3cccnc3Cl)nc3ccccc32)c(Cl)c1
22	19	1.5	1.6	O=C(NCCCn1ccnc1)c1cccnc1
23	0	-0.65	-0.09	CCOC(=O)c1cc(-c2ccccc2)sc1NC(=O)C(C)Sc1nnc(C)s1 (stereo unspecified)
24	-8	-0.19	-0.47	CC1CCCN(S(=O)(=O)Cc2ccc(Cl)cc2)C1 (stereo unspecified)
25	-56	1.9	1.1	C#CCn1cc(C=C2C(=O)c3ccccc3C2=O)c2ccccc21
26	0	-2.1	-0.79	CCCCn1c(-c2csc3c2CCCC3)n[nH]c1=S
27	x	0.86	0.65	N#CC1(P(=O)(c2ccccc2)c2ccccc2)CC1
28	0	-0.37	0.94	Cc1ccnc(-n2sc3ccccc3c2=O)n1
29	-31	1.7	1.2	CCn1nc(C(=O)NCc2ccco2)c(Cl)c1Cl
30	-125	0.65	-0.17	CC1=C(C(=O)OC(C)C)C(c2cccnc2)C2=C(CC(C)(C)CC2=O)N1 (stereo unspecified)
31	-194	0.71	1.1	Cn1c(=O)c2c(ncn2CCCNC2=CC(C)(C)CC(=O)C2)n(C)c1=O
32	x	-1.4	-0.93	Cc1ccc(C)c(-n2[nH]c3c4c(ccc3c2=O)C(=O)c2ccccc2C4=O)c1
33	41	-0.34	-0.21	O=C(CC1Nc2cccc3cccc(c23)NC1=O)Nc1ccccc1 (stereo unspecified)
34	x	0.4	0.44	O=C(COc1ccc(Cl)cc1Cl)Nn1c(=S)[nH]c2ncccc2c1=O
35	27	1.1	-0.55	Clc1ccc(-c2nc3ccccn3c2CN2CCOCC2)cc1
36	-33	x	x	COC(=O)NCC(C)OC(=O)Nc1ccc(Cl)cc1 (stereo unspecified)
37	-54	-0.04	-0.37	Cc1cc(S(=O)(=O)Nc2ccccc2C)ccc1F
38	-19	0.88	0.52	S=c1nc(C2CCCCC2)[nH][nH]1
39	x	1.4	0.91	COc1ccc(OC)c(C(C(=O)NCc2ccco2)N(C(=O)Cn2nnc3ccccc32)C2CC2)c1 (stereo unspecified)
40	x	-2.2	-0.7	Oc1ccc(/C=N/Nc2cc(N3CCCC3)nc(N3CCCC3)n2)cc1
41	-8	-0.46	-0.55	COc1ccccc1C(=O)NC(=S)Nc1ccc(S(=O)(=O)N2CCN(C)CC2)cc1
42	62	1	0.59	CS(=O)(=O)N1CCCC(C(=O)N2CCc3ccccc3C2)C1 (stereo unspecified)
43	0	-0.32	0.35	N#CC(c1ccc(F)cc1)c1ccc(C(=O)c2ccc(F)cc2)cc1 (stereo unspecified)
44	5	-1.5	-0.15	O=C(NC(NC(=O)c1ccccc1)C(=O)c1ccccc1)c1ccccc1
45	0	-1.1	-0.09	CCOC(=O)c1ccccc1NC(=O)c1cn(-c2ccc(OC)cc2)c(=O)c2ccccc12
46	-3	-0.89	-0.18	CC1(C)Cc2c(ccc3ccccc23)-c2nnc(-c3cccnc3)n21
47	-19	0.12	0.03	CC(C)(C)C(=O)NC1=NCCS1
48	-54	0.38	0.26	COc1ccc(-n2c(C)cc(SC)c(C(C)=O)c2=S)cc1
49	x	0.82	1.2	O=C1NC(=Nc2ccccc2)c2c1cccc2[N+](=O)[O-]
50	67*	0.1	-0.23	O=C(COC(=O)CCSc1ccc(Cl)cc1)NCc1ccccc1Cl
51	0	1.2	1.1	CCOc1cc(CO)ccc1OCC(=O)N1CCCCC1
52	-3	-0.81	-0.33	O=C(Nc1cccc2ccccc12)c1ccccc1NS(=O)(=O)c1cccc2cccnc12
53	31	0.92	0.58	CCc1ccccc1NC(=O)CSc1nc2ccccc2n1CC(=O)N(C)C
54	38	1.2	1.1	O=C(O)C1CCC(=O)N1Cc1ccccc1Cl (stereo unspecified)
55	-30	0.26	-0.21	Cc1cc(C(=O)COC(=O)C2COc3ccccc3O2)c(C)n1CC1CCCO1 (stereo unspecified)
56	-19	x	x	Cc1ccc(CN2C(=O)CCC2C(=O)NCc2ccccc2Cl)cc1 (stereo unspecified)
57	x	-1.5	-1.7	Cc1ccc(NC(=O)CN2CCC3(O)CCCCC3C2c2ccc3c(c2)OCO3)c(C)c1 (stereo unspecified)
58	-51	0.35	-0.36	CC1(C)OC(=O)N(c2cccnc2)C1(C)O (stereo unspecified)
59	x	0.6	0.46	COc1ccc(-n2nnnc2SC(C)C(N)=O)cc1 (stereo unspecified)
60	x	-0.25	-1.2	CCCCNC(=O)c1onc(CSc2ccc(OC)cc2)c1C(=O)O
61	x	-0.13	-0.61	COc1cccc(NS(=O)(=O)c2c(C)n(C)c(=O)n(C)c2=O)c1
62	0	1.2	1.2	COCCn1c(NCc2ccc(C)cc2)nc2c1c(=O)[nH]c(=O)n2C
63	30	x	x	O=C(Nc1ccccc1F)c1ccc(CSc2ncccn2)cc1
64	-48	2.1	1.8	CN(C)S(=O)(=O)c1ccc(C(=O)Nc2nnc(SCc3cccc(F)c3)s2)cc1
65	-28	0.22	-0.36	COC(=O)[C@H](C)NC(=O)NCc1ccc(F)cc1
66	42	x	x	O=C(C[n+]1cc(-c2ccccc2)n2c1CCC2)c1cccs1
67	0	-0.43	-0.25	CCOC(=O)Cc1cc(-c2ccc(OC)cc2)nc2ccc3ccccc3c12
68	x	-0.04	-0.18	Cc1noc(C(=O)NCc2ccco2)c1Cl
69	-29	x	x	CCOC(=O)c1c(C=O)c2sc(C)cc2n1C
70	-38	-0.64	-1.4	CCC(C)(C(=O)Nc1ccccc1C)N(C(=O)CNC(C)=O)c1ccc(C)cc1 (stereo unspecified)
71	-10	-1.2	0.13	CCCCCCn1c(CN2CCN(Cc3ccccc3)CC2)nc2c1c(=O)n(C)c(=O)n2C
72	-13	0.2	0.34	Cn1c(-c2ccccc2)cnc1N
73	-27	x	x	Cn1cc(CN2CCC(C(=O)N3CCCC3)CC2)c(-c2ccccc2F)n1
74	13	-0.56	0.29	Cc1cc(C)n2[nH]c(=O)c(N=Nc3cccc(C(F)(F)F)c3)c2n1
75	33	-0.53	-0.69	C/C(NC1CCCC1)=C(/C#N)C(N)=O

Following part
nr	Insulin prom inh	sdo1 growth	sdo1 growth Rescue 24 h	SMILES
76	x	0.57	-0.47	COc1ccccc1NC(=O)N(CCN(C)C)Cc1cc2cc(C)ccc2[nH]c1=O
77	-5	0.68	-0.12	Cn1c(NCC(O)CO)nc2c1c(=O)n(Cc1ccc(Cl)c(Cl)c1)c(=O)n2C (stereo unspecified)
78	-27	x	x	O=C(CN1CCCN(Cc2ccc(F)cc2Cl)C1=O)NC1CCCC1
79	x	-0.73	-0.47	COCCn1c(SCC(=O)Nc2ccccc2C)nc2c(oc3ccccc32)c1=O
80	17	1.1	1.5	CCn1ncc(/C=N/O)c1C
81	-90	-0.04	-0.32	CCC(C)[C@H](N)c1nnc(SCC(=O)Nc2cccc(Cl)c2)o1 (stereo partly specified)
82	x	0.74	-0.08	COc1ccc2[nH]c3c(=O)n(CCCCC(=O)NCCN4CCCC4)c(=S)[nH]c3c2c1
83	x	0.75	0.07	Cn1nnnc1SCc1ccc([N+](=O)[O-])cc1
84	-314	0.63	0.61	Cn1c(=O)oc2cc(S(=O)(=O)Nc3ccc4c(c3)OCCO4)ccc21
85	-5	-0.74	-0.44	COc1ccccc1N1CCN(C(=O)c2c(-c3c(Cl)cccc3Cl)noc2C)CC1
86	-7	x	x	O=C(CN1C(=O)CC(c2ccccc2)S(=O)(=O)c2ccccc21)N1CCOCC1 (stereo unspecified)
87	-207	0.12	-0.42	COc1ccccc1OCCCn1c(=O)oc2ccccc21
88	-46	x	x	CCC(C)(C)NC(=O)c1sccc1Oc1ccc(F)cc1[N+](=O)[O-]
89	-49	-0.04	-0.67	CC1=C(C(=O)N2CCOCC2)C(c2ccsc2)C2=C(CCCC2=O)N1 (stereo unspecified)
90	-56	1[15.2 µM]	-0.08	CCCc1ccc(OCCNC(C)=O)cc1

Some of these compounds in order of length of the SMILES, low to high.
nr	Insulin prom inh	sdo1 growth	sdo1 growth Rescue 24 h	SMILES
72	-13	0.2	0.34	Cn1c(-c2ccccc2)cnc1N
87	-207	0.12	-0.42	COc1ccccc1OCCCn1c(=O)oc2ccccc21
26	0	-2.1	-0.79	CCCCn1c(-c2csc3c2CCCC3)n[nH]c1=S
60	x	-0.25	-1.2	CCCCNC(=O)c1onc(CSc2ccc(OC)cc2)c1C(=O)O

(further entries)
nr	Insulin prom inh	sdo1 growth	sdo1 growth Rescue 24 h	SMILES
91	x	-1.4	-0.93	C=CCn1c(SCc2csc(-c3ccc(C)cc3)n2)nnc1-c1ccccc1OC
92	40	1.2	-0.15	O=S1(=O)CC=C(CSc2nc3ccccc3[nH]2)C1
93	52	-0.49	-0.15	COc1ccc(NC(=O)CSc2nnc3c4c(nc(-c5ccccc5)n23)CC(C)(C)OC4)cc1
94	-36	-1	-1.3	O=C(NCc1ccc2c(c1)OCO2)C1CCN(c2ccc(S(=O)(=O)N3CCCC3)cc2)CC1
95	-11	1	-0.46	Cc1ccccc1CSc1nncn1N
96	x	0.71	0.15	Cc1onc(-c2ccccc2)c1C(=O)NCc1cccnc1
97	x	0.02	-0.31	Cc1ccc(CNC(=O)NC2CCCCC2)cc1
98	x	1.2	0.55	O=C(NC(=S)NCCN1CCOCC1)c1ccc(Cl)cc1Cl
99	x	0.04	-0.06	CC(C)c1ccc(C(=O)NCCCc2ccccc2)cc1
100	22	x	x	CCN1C(=O)/C(=C\C=C\c2ccccc2[N+](=O)[O-])SC1=S
101	-17	x	x	CN1N=C(c2ccc(F)c(F)c2)CSC1=NCc1ccccc1
